High-throughput results: PubChem, National Center for Advancing Translational Sciences (NCATS)
Lamin A splicing: LMNA splicing modulation | HeLa LMNA splicing GFP/RFP minigene ratio, 48 h | Potency, µM (top dose mostly 46.1 µM), for inactives: at the top dose ratio change, negative = inhibition, actives largely listed as inhibitors | hit rate 0.01% among 200,000; active = well fitted inhibition curve with a large enough effect in the signal ratio, with a control signal flat, not every such curve was filed as active; inconclusive = small, poorly fitted or top-dose-only effect, or effect the other way, or a change in a side signal; the % refers to the signal ratio
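Read-out is the ratio of GFP to DsRed2 object intensity, acquired by 488 nm laser-scanning cytometry on HeLa lamin A-EGFP minigene reporter cells. Compound incubation 48 hrs at 37 °C in Opti-MEM with 2% FBS; DMSO 0.5% final.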
An asterisk follows results filed as active; u = inconclusive; [ ] = dose if it differs, or a comment. % is scaled to controls: 0 for no effect and ±100 for the full control effect; potency is read from the fitted curve at half-maximal effect. Some of the compounds tested, so the mix of outcomes need not match the whole.

Lamin A splicing | compound
7.4%[46 µM] | Cc1ccc(NC(=O)Cn2c(=O)n(CC3CCC(C(=O)NC(C)C)CC3)c(=O)c3sccc32)cc1 (stereo not given)
u | COc1ccc(-c2ccc(NS(=O)(=O)c3ccccc3Cl)cc2)nn1
0.2%[46 µM] | O=C1CS(=O)(=O)C2(C(=O)N(Cc3cccc(F)c3)c3ccccc32)N1c1ccccc1 (stereo not given)
-28.9%[46 µM] | COc1ccc(OC)c(CNC(=O)Cn2nc(C)c3nn(-c4ccc(Cl)cc4)c(C)c3c2=O)c1
u | COc1ccc(NC(=O)c2oc3ccc(S(=O)(=O)N4CCCCC4)cc3c2C)cc1
u | CC(C)(C)OC(=O)N1CCC(c2c(C(=O)N3CCN(c4ncccn4)CC3)cnn2-c2ccc(F)cc2F)CC1
11.0%[46 µM] | CCOC(=O)c1c(NC(=O)c2ccc(S(=O)(=O)N(CC(C)C)CC(C)C)cc2)sc2c1CCN(CC)C2
-6.7%[46 µM] | CCOc1ccc(N2CC(NC(=O)C(=O)c3c[nH]c4ccccc34)CC2=O)cc1 (stereo not given)
5.5%[46 µM] | Cc1cccc(C(=O)NCC(=O)OCc2cc(=O)n3nc(C4CCCCC4)sc3n2)c1
u | COc1ccc(C(=O)NC(c2ccccc2Cl)c2cc(Cl)c3cccnc3c2O)cc1 (stereo not given)
1.9%[46 µM] | CCCOc1ccc(C2C(=O)N(C3CCC(C)CC3)CC(=O)N2Cc2cccc(OC)c2)cc1OC (stereo not given)
29.6%[46 µM] | COC(=O)c1ccc(CSc2nc3c([nH]c4ccccc43)c(=O)n2-c2cccc(Cl)c2)o1
u | Cc1ccc(CNC(=O)CS(=O)(=O)c2cccc3nsnc23)cc1
20.9%[46 µM] | Cc1oc2ncn(C)c(=O)c2c1C(=O)N(Cc1ccccc1)C(C)C
-19.2%[46 µM] | CCCC(=O)Nc1nnc(SCc2cc(=O)n3ccccc3n2)s1
11.9%[46 µM] | Cc1ccc(C)c(NC(=O)CSc2ncc(S(=O)(=O)c3ccc(C)c(Cl)c3)c(=O)[nH]2)c1
u | COc1ccccc1NC(=O)c1c(NCc2ccc(OC)c(OC)c2OC)sc2c1CCCC2
u | O=C(NCCc1ccccc1)C1CCN(Cc2cc3ccccc3n2Cc2cccc(Cl)c2)CC1
-2.2%[46 µM] | CCC(CC)C(=O)NC1CC(=O)N(c2ccc3c(c2)OCCO3)C1 (stereo not given)
-9.1%[46 µM] | COc1ccc(C2=C(C)C(=O)N(Cc3ccc(C(=O)NCc4cccc(C)c4)cc3)S2(=O)=O)cc1
1.6%[46 µM] | CCOc1ccc(C(=O)Nc2ccc3c(c2)CCCN3S(=O)(=O)c2ccc(C)cc2)cc1
13.3%[46 µM] | COc1ccc(-c2nc3sc(CCNC(=O)c4ccccc4C)c(C)n3n2)cc1
u | Clc1ccc(CCNc2ncnc3c2c(-c2ccccc2)cn3-c2ccccc2)cc1
u | Cc1ccc(N(C)C(=O)Cn2cc(S(=O)(=O)N3CCCC3)c(S(=O)(=O)N3CCCC3)c2)cc1
-5.7%[46 µM] | COc1ccc(OC)c(CNC(=O)c2c(C)oc3ncn(CC(C)C)c(=O)c23)c1
-1.2%[46 µM] | O=C(Cn1nc2c(cc1=O)CCCC2)Nc1ccc(F)cc1F
-21.3%[46 µM] | COc1ccc(OC)c(C2C(C(=O)Nc3ccc(C)cc3)=C(C)Nc3nnnn32)c1 (stereo not given)
8.0%[46 µM] | Cc1cccc(NC(=O)c2sc3nc4n(c(=O)c3c2C)N=C(c2ccc(F)cc2)CS4)c1C
19.2%[46 µM] | COc1ccccc1N1CCN(c2ncc3c(n2)CCN(Cc2ccccc2F)C3)CC1
-21.2%[46 µM] | CC(C)c1ccc(NC(=O)CCNS(=O)(=O)c2ccc3c(c2)CCCC(=O)N3)cc1
u | CCCCc1nn2c(=O)cc(COC(=O)c3ccc(NC(=O)c4ccccc4Cl)cc3)nc2s1
-17.8%[46 µM] | NS(=O)(=O)c1ccc(CCNc2ncnc3c2cnn3-c2cccc(Cl)c2)cc1
8.0%[46 µM] | CC1=C(C(=O)Nc2cc(Cl)ccc2C)C(c2cccs2)n2ncnc2N1 (stereo not given)
u | Cc1ccc(NC(=O)C2CCCN(c3ncnc4onc(C)c34)C2)c(Cl)c1 (stereo not given)
4.3%[46 µM] | CCC(=O)Nc1ccccc1C(=O)OCc1cc(=O)n2cc(C)sc2n1
u | Cc1cccc2sc(N(Cc3cccnc3)C(=O)C3CCCCC3)nc12

The last four entries of the part above come first, to join the parts:
Lamin A splicing | compound
8.0%[46 µM] | CC1=C(C(=O)Nc2cc(Cl)ccc2C)C(c2cccs2)n2ncnc2N1 (stereo not given)
u | Cc1ccc(NC(=O)C2CCCN(c3ncnc4onc(C)c34)C2)c(Cl)c1 (stereo not given)
4.3%[46 µM] | CCC(=O)Nc1ccccc1C(=O)OCc1cc(=O)n2cc(C)sc2n1
u | Cc1cccc2sc(N(Cc3cccnc3)C(=O)C3CCCCC3)nc12
11.1%[46 µM] | CC(=O)N1c2ccc(S(=O)(=O)Nc3ccc(Cl)cc3C)cc2CC1C (stereo not given)
u | COC(=O)c1ccc(NC(=O)c2c(NCc3cccc(F)c3)sc3c2CCCC3)cc1
6.3%[46 µM] | Cc1cccc(NS(=O)(=O)c2ccc3c(c2)C(C)(C)C(=O)N3C)c1
-2.1%[46 µM] | Cc1ccc(CNC(=O)C2CCN(Cc3nc(-c4cccc(Br)c4)oc3C)CC2)cc1
-4.2%[46 µM] | Cn1c(SCc2cccc(F)c2)nc2c([nH]c3ccccc32)c1=O
4.2%[46 µM] | Cc1ccc(CCNS(=O)(=O)c2ccc3c(c2)C(C(C)C)C(=O)N3)cc1 (stereo not given)
-13.5%[46 µM] | Cc1ccc(CN2CCCn3nc(C(=O)NCc4ccc(OC(C)C)cc4)cc3C2=O)cc1
u | CC(C)Oc1ccc(CN2CCc3nc(Nc4ccc5c(c4)OCCO5)ncc3C2)cc1
31.0%[46 µM] | O=C(CSc1nc(=O)[nH]c2c1CCCC2)Nc1ccc(Cl)c(Cl)c1
0.2%[46 µM] | COc1cccc(CC(=O)Nc2ccc(-c3nc4ccccc4s3)cc2)c1
8.3%[46 µM] | CCc1cccc(NC(=O)CSc2n[nH]c(-c3ccccc3Cl)n2)c1
-7.4%[46 µM] | Clc1ccc(CSc2nc(NCCc3ccccc3)c3ccccc3n2)cc1

The last 4 records of the part above open the next one:
Lamin A splicing | compound
31.0%[46 µM] | O=C(CSc1nc(=O)[nH]c2c1CCCC2)Nc1ccc(Cl)c(Cl)c1
0.2%[46 µM] | COc1cccc(CC(=O)Nc2ccc(-c3nc4ccccc4s3)cc2)c1
8.3%[46 µM] | CCc1cccc(NC(=O)CSc2n[nH]c(-c3ccccc3Cl)n2)c1
-7.4%[46 µM] | Clc1ccc(CSc2nc(NCCc3ccccc3)c3ccccc3n2)cc1
1.7%[46 µM] | COc1ccc(CNC(=O)Cn2c(=O)n3nc(-c4cccc(F)c4)nc3c3ccccc32)cc1OC
11.1%[46 µM] | CC(=O)c1cccc(NC(=O)CSc2nnc3ccc(-c4ccc(C)cc4)nn23)c1
-12.1%[46 µM] | COc1cccc(NC(=O)CSC2=Nc3ccccc3C3=NC(CC(=O)NCc4ccccc4OC)C(=O)N23)c1 (stereo not given)
-4.1%[46 µM] | Cc1ccc(S(=O)(=O)NCC(c2ccco2)N2CCN(c3ccccc3F)CC2)cc1 (stereo not given)
u | Cc1ccc(C(=O)N2CCc3cc(CNC(=O)c4ccccc4F)ccc32)cc1
-6.8%[46 µM] | Cc1ccc(NC(=O)c2ccc(F)c(S(=O)(=O)N3CCc4ccccc4C3)c2)cc1F
u | CC(=O)N1CCc2cc(CNC(=O)Cc3ccc(F)cc3)ccc21
-1.8%[46 µM] | O=C(Nc1c(C(=O)N2CCN(c3ccccc3F)CC2)oc2ccccc12)c1ccccc1F
u | CC(C)(C)OC(=O)N1CCC(c2c(C(=O)NCCN3CCC(Cc4ccccc4)CC3)cnn2-c2cccc(Cl)c2)CC1
23.0%[46 µM] | Oc1c(C(c2ccc(Cl)cc2)N2CCC3(CC2)OCCO3)sc2nc(-c3ccco3)nn12 (stereo not given)
3.6%[46 µM] | COc1ccc2sc(N(Cc3cccnc3)C(=O)c3ccco3)nc2c1
-0.3%[46 µM] | COc1ccc(CNC(=O)c2cc3c(=O)n(Cc4ccco4)ccc3nc2C)c(OC)c1
8.9%[46 µM] | O=C(NCC(c1ccc2c(c1)OCO2)N1CCN(c2ccccc2)CC1)c1ccccc1F (stereo not given)
u | COc1ccccc1CNC(=O)c1cc2cc(S(=O)(=O)N3CCCCC3)ccc2n1C
17.4%[46 µM] | COc1ccc(C)cc1NC(=O)Nc1ccccc1OCc1cc(=O)n2ccccc2n1
-14.1%[46 µM] | CCCC(=O)Nc1cccc(-c2cn3c(C)csc3n2)c1
u | Cc1ccc(Cl)cc1N1CCN(CCCNc2ncnc3onc(-c4ccc(F)cc4)c23)CC1
-10.6%[46 µM] | CCOc1ccc(C(c2c(O)cc(C)n(Cc3ccco3)c2=O)N2CCCCC2)cc1 (stereo not given)
u | Cc1cc(C)cc(-n2c(SCC(=O)NCC3CCCO3)nc3c([nH]c4ccccc43)c2=O)c1 (stereo not given)
u | Cc1ccc(-c2nc(C)c(CCNS(=O)(=O)c3ccc(F)c(C(F)(F)F)c3)s2)cc1
9.4%[46 µM] | CCc1nn2c(=O)cc(COC(=O)c3ccccc3NC(=O)COc3ccc(F)cc3)nc2s1
-9.6%[46 µM] | CCOc1ccc(C2=CC(c3cccc(Br)c3)n3c(nc4ccccc43)N2)cc1Cl (stereo not given)
-6.9%[46 µM] | CC(CNC(=O)c1ccc2nc(CCc3ccccc3)oc2c1)c1ccccc1 (stereo not given)
-12.7%[46 µM] | O=C(CSc1nccn1-c1ccc(F)cc1)Nc1cccc2ccccc12

At a glance, 2 of the compounds above:
Lamin A splicing | compound
9.4%[46 µM] | CCc1nn2c(=O)cc(COC(=O)c3ccccc3NC(=O)COc3ccc(F)cc3)nc2s1
-9.6%[46 µM] | CCOc1ccc(C2=CC(c3cccc(Br)c3)n3c(nc4ccccc43)N2)cc1Cl (stereo not given)

Carrying on.
Lamin A splicing | compound
u | CCOC(=O)c1cccc(NS(=O)(=O)c2cc(-c3cnc(C)o3)ccc2OC)c1
-1.6%[46 µM] | COc1ccc(S(=O)(=O)N2CCN(Cc3ccc4c(c3)OCO4)CC2)cc1C
1.6%[46 µM] | CCc1ccc(CNC(=O)c2cnc3sc(N4CCCC4)nn3c2=O)cc1
u | COc1ccccc1N1CCN(C(=O)c2cc3ccc4ccc(C)[nH]c4c3n2)CC1
-16.7%[46 µM] | CC(C)Cn1cc(NC(=O)Nc2cccc(C(F)(F)F)c2)c2ccccc2c1=O
-10.7%[46 µM] | CCOC(=O)c1ccc(NC(=O)CSc2ncc(S(=O)(=O)c3ccc(C)c(Cl)c3)c(=O)[nH]2)cc1
-2.6%[46 µM] | COc1ccccc1N1CCN(C(=O)CCn2nc(C)c(S(=O)(=O)N3CCCC3)c2C)CC1
-18.1%[46 µM] | CC(=O)c1ccc(N2CCN(C(=O)C3CCN(S(=O)(=O)c4c(C)noc4/C=C/c4ccc(C)cc4)CC3)CC2)cc1
u | O=C(Nc1ccccc1Br)c1cc(S(=O)(=O)NC2CCCCC2)ccc1F
7.0%[46 µM] | COc1ccc(-n2c(SCC(=O)NCc3ccccc3)nc3n[nH]c(C)c3c2=N)cc1
5.8%[46 µM] | Cc1ccc(CNC(=O)C(=O)NCC(c2ccc3c(c2)OCO3)N2CCOCC2)cc1 (stereo not given)
u | Cc1ccc(S(=O)(=O)N2CCN(Cc3nc4ccc(C)cc4o3)CC2)cc1
-7.7%[46 µM] | CCC(=O)OCc1cnc(C)c2oc(=O)c(C(=O)Nc3ccccc3C(F)(F)F)cc12
u | Cc1ccc2cc3cc(C(=O)Nc4ccc(F)cc4Cl)oc3nc2c1
12.1%[46 µM] | Cn1c(=O)c2c(SCC(=O)NCC3CCCO3)nc(-c3cccc(F)c3)nc2n(C)c1=O (stereo not given)
-1.6%[46 µM] | COC(=O)c1ccccc1NC(=O)C1CCCN(c2ncnc3onc(C)c23)C1 (stereo not given)
13.5%[46 µM] | COc1ccc(CCNC(=O)c2cc(S(=O)(=O)N3CCCC(C)C3)cn2C)cc1OC (stereo not given)
